Compound activity deposited in PubChem BioAssay by several laboratories.
TRPM1 prom inh – reduces MITF-dependent TRPM1 promoter luciferase signal | 330,000 compounds, 0.83% hits | inhibition, % at 12.5 µM | SK-MEL-5 TRPM1 promoter luciferase, 24 h;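 active means mean inhibition across replicates of 60% or more, whatever share of single replicates reaches that level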; further: values of inactives mirror those of a sister screen read the other way
HIF-2a inh – HIF-2a inhibition | 360,000 compounds, 0.72% hits | inhibition, % at 18.8 µM | 786-0 RCC cells HIF-2a reporter, luciferase luminescence, overnight | AID 624352;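 active means inhibition of the luminescence signal of 40% or more relative to plate controls, in a single-dose primary screen at 18.75 µM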
NR2E3 ag-1 – human photoreceptor-specific nuclear receptor agonism | Q9Y5X4 | CHO-S Gal4-NCOR/VP16-NR2E3 two-hybrid, luciferase | inhibition of corepressor binding, % at 3.98 µM | 360,000 compounds, 0.35% hits | AID 602229;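 active means inhibition above the mean of all tested compounds plus 3 SD, cut at about 70% in these data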;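 further: 0% = DMSO with NR2E3 transfected cells and 100% = cells lacking NR2E3 construct; higher means lower luciferase signal from less NR2E3 corepressor binding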
NR2E3 ag-2 – agonists of human nuclear receptor NR2E3; Q9Y5X4; GST-NR2E3/biotin-RetCOR TR-FRET, 1536-well; AID 2300; inhibition of corepressor binding, % at 4.78 µM; 320,000 compounds, 0.12% hits;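 active means percent inhibition above the cutoff of mean plus 3 SD of all tested compounds, set per screening campaign, cut at about 20% in these data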;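 further: 0% = DMSO wells and 100% = biotin wells as full block of FRET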
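System: GST-tagged NR2E3 plus biotinylated RetCOR corepressor; Amount: 1.35 nM GST-tagged NR2E3 final; Dosing: single nominal compound dose of 4.8 µM; Schedule: 5 h incubation at 4 °C; Technique: TR-FRET with europium anti-GST and streptavidin-D2, 340 nm excitation; Controls: biotin wells as high control, 0.6% DMSO wells as low control.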
Peg3 prom inh – Peg3 promoter activity inhibition; inhibition, % at 20 µM; AID 588405; HeLa PEG-Prom luciferase reporter, luminescence, overnight; 360,000 compounds, 1.7% hits;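 active means inhibition of at least 50% at 20 µM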
Shn3 inh set2 – reduces Shn3 3'UTR luciferase signal in osteoblasts; AID 588674; 360,000 compounds, 0.52% hits; Clone20 osteoblast Shn3 3'UTR firefly luciferase, 24 h; inhibition, % at 12.5 µM;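 active means mean inhibition of at least 75% with every replicate also reaching 75%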;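 further: 0% = median of neutral control wells and 100% = pilot-screen positive control compound; some compounds past the cut are filed as inactive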
m5-HT2A agonist – agonists of mouse serotonin 5-HT2A receptor (HTR2A). 360,000 compounds, 0.66% hits. CHO-K1 mHTR2A beta-arrestin complementation, luminescence; percent of 30 µM serotonin response. activation, % at 7.6 µM;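 active means activation above a run cutoff, the mean activation of all tested compounds plus 3 SD, cut at about 14% in these data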;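 further: 0% = plate median of compound wells and 100% = 30 µM serotonin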
Target sequence (P35363 whole entry, looked up): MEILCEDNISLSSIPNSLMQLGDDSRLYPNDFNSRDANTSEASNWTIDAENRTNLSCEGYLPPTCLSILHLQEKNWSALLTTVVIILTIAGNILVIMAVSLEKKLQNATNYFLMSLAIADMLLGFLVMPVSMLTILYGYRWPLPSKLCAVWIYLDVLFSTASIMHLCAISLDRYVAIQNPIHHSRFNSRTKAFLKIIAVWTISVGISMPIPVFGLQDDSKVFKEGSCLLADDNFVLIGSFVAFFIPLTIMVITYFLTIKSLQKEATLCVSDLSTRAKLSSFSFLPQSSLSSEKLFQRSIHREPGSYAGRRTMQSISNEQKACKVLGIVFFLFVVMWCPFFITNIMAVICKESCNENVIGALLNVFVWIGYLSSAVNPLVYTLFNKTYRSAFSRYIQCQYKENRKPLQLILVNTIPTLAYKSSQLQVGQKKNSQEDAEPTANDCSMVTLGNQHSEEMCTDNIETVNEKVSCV
H9c2 protect – modulators protecting cardiomyocytes from myocardial damage; H9c2 cardiomyocytes, H2O2 injury protection, ATPLite, 2 h; protection from H2O2 cell death, % at 20 µM; 360,000 compounds, 0.63% hits;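 active means compounds giving at least 50% protection of heart cells from peroxide-induced death in the single-dose screen, raw or plate-pattern-corrected value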;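 further: 0% = DMSO wells with peroxide and 100% = DMSO wells without peroxide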
iPSC survival up – increases survival of single human iPS cells; hiPSC single-cell survival, ATPlite luminescence; 100% = ROCK inhibitor wells, 0% = DMSO; survival enhancement, % at 20 µM; 360,000 compounds, 0.044% hits; in the data active means survival enhancement above about 18%;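 further: cells exposed to compounds for 16 hours before the ATP read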
PDI inh – inhibitors of human protein disulfide isomerase | PDI insulin aggregation turbidity, A650, 90 min | AID 588391 | 350,000 compounds, 0.052% hits | inhibition, % at 10 µM | P07237;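 active means mean inhibition across replicates of 30% or more, whatever share of single replicates reach that level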;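 further: absorbance from insulin aggregation driven by PDI reduction with DTT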
Target sequence (P07237 whole entry, looked up): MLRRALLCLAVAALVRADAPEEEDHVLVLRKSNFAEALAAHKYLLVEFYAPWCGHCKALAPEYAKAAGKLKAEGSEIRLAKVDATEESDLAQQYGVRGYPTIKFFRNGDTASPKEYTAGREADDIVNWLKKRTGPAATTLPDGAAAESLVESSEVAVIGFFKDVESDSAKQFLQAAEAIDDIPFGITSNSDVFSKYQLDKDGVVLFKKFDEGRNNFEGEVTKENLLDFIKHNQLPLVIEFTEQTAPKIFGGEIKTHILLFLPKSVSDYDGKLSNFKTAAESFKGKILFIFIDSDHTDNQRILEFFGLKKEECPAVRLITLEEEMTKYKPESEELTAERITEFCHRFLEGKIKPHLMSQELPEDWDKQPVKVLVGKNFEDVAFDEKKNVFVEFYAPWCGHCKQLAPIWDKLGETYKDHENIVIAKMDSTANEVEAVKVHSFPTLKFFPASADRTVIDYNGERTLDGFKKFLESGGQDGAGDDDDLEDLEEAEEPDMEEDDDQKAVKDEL
CaV13 ICDI inh – Primary screen for inhibitors of IQ motif and Ca2+-dependent inactivation inhibitor domain binding in CACNA1D, Förster resonance energy transfer in living cells, … | HEK cells, CFP/YFP FRET ICDI-IQ, plate reader, 10 min; percent FRET-ratio fall versus neutral wells | 340,000 compounds, 0.098% hits | inhibition, % at 12.3 µM;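 active means mean replicate inhibition of at least 30% and at least 1% of replicates passing that level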;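 further: 0% = median of the neutral control wells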
Starred values were filed as active, the others as inactive; x = no result given. Compounds were not picked by outcome (roughly 3.9% active in at least one column).

Preview (5 entries):
SMILES	TRPM1 prom inh	HIF-2a inh	NR2E3 ag-1	NR2E3 ag-2	Peg3 prom inh	Shn3 inh set2	m5-HT2A agonist	H9c2 protect	iPSC survival up	PDI inh	CaV13 ICDI inh
COC(=O)Cn1cnc(=O)c(C#N)c1/C=C/N(C)C	5	9	-18	x	-54	0	1	-5	1.8	-4	x
c1ccc(-c2nc3nonc3nc2-c2ccccc2)cc1	62*	25	7	4	9	44	2	-14	-0.4	15	-4
COc1ccc(Cl)cc1N1CC(C(=O)Nc2nccs2)CC1=O (stereo not drawn)	7	23	-5	4	16	5	0	4	-2.2	-14	-5
O=C(c1cc2c(s1)-c1ccccc1S(=O)(=O)C2)N1CCCC1	-13	-51	9	-1	-34	0	2	3	1.4	-2	-14
CCOc1ccc(/C=C/C(=O)C(C(N)=O)=C2SCCS2)cc1	-16	-100	-23	1	-108	-67	-4	-12	-3.3	-3	-6

The list itself, previewed entries included:
SMILES	TRPM1 prom inh	HIF-2a inh	NR2E3 ag-1	NR2E3 ag-2	Peg3 prom inh	Shn3 inh set2	m5-HT2A agonist	H9c2 protect	iPSC survival up	PDI inh	CaV13 ICDI inh
COC(=O)Cn1cnc(=O)c(C#N)c1/C=C/N(C)C	5	9	-18	x	-54	0	1	-5	1.8	-4	x
c1ccc(-c2nc3nonc3nc2-c2ccccc2)cc1	62*	25	7	4	9	44	2	-14	-0.4	15	-4
COc1ccc(Cl)cc1N1CC(C(=O)Nc2nccs2)CC1=O (stereo not drawn)	7	23	-5	4	16	5	0	4	-2.2	-14	-5
O=C(c1cc2c(s1)-c1ccccc1S(=O)(=O)C2)N1CCCC1	-13	-51	9	-1	-34	0	2	3	1.4	-2	-14
CCOc1ccc(/C=C/C(=O)C(C(N)=O)=C2SCCS2)cc1	-16	-100	-23	1	-108	-67	-4	-12	-3.3	-3	-6
Cc1nc(C)c(-c2ccc(SCc3cccc(F)c3)nn2)s1	-16	-153	-54	5	-105	-24	-4	-7	0.2	7	-16
Cc1ccc(N(CC(=O)NCc2ccccc2)C(=O)c2csnn2)c(C)c1	8	5	-7	3	1	-19	13	-4	-0.1	6	-5
CCC(CO)[n+]1c(C)cc(/C=C2\Sc3ccccc3N2Cc2ccccc2)cc1C (stereo not drawn)	82*	-11	11	-1	62*	76	-3	-12	-1.8	-2	1
O=C(CSc1nnc(Nc2ccccc2)s1)Nc1cccnc1Cl	0	-4	-22	3	-9	-3	2	0	-1.2	-17	-2
O=C(C1CCCN(S(=O)(=O)c2cccc3cccnc23)C1)N1CCN(c2ccc(F)cc2)CC1 (stereo not drawn)	-4	3	7	-13	4	-4	-3	8	1.3	x	-4
C[C@H](NC(N)=O)C(=O)Nc1ccc2c(c1)OCO2	-1	-63	-10	3	-42	-5	-2	3	-0.3	-22	-7
Cc1ccc(NC(=O)CSc2ccc(-c3cccnc3)nn2)cc1	12	5	-4	-1	-8	-6	3	-4	-0.5	-3	-7
O=C(COc1ccc(-c2ccccc2)cc1)Nc1cccnc1	4	-196	-1	-1	-211	35	-1	-26	-3.0	2	-5
CC1=Nc2cc(C(=O)N3CCCCC3)ccc2Sc2ccc(C)cc21	-1	-52	30	-3	-14	-4	-5	-8	-0.4	0	-3
CCNc1nc(SCCOc2ccc(C)cc2)nc(N(C)C)n1	5	-1	-42	0	19	11	7	-4	-2.4	-7	-4
CCc1nc2ccccc2c(C(=O)Oc2cccc3cccnc23)c1C	-19	-79	-25	-6	-7	-23	-4	20	3.8	4	-4
C/C=C(\CS(=O)(=O)c1ccccc1)S(=O)(=O)c1ccccc1	10	7	19	3	11	-15	-2	2	-2.6	2	-3
Cc1cc(N(C)C)c(C#N)c(=O)[nH]1	6	9	-23	0	-7	-22	1	39	-0.3	-8	-4
CC1(C)Cc2c(c(-c3ccccc3)[nH]c(=O)c2C#N)CS1	8	15	6	2	9	2	1	-7	1.2	-10	x
O=C(Cc1ccc([N+](=O)[O-])cc1)Nc1ccc2c(c1)OCO2	-12	-18	-20	1	-5	-9	-4	-4	1.0	1	-4

As entered above.
Entry of c1ccc(-c2nc3nonc3nc2-c2ccccc2)cc1 under Shn3 inh set2: 44
Entry of CC1(C)Cc2c(c(-c3ccccc3)[nH]c(=O)c2C#N)CS1 under Shn3 inh set2: 2

(more compounds)
SMILES	TRPM1 prom inh	HIF-2a inh	NR2E3 ag-1	NR2E3 ag-2	Peg3 prom inh	Shn3 inh set2	m5-HT2A agonist	H9c2 protect	iPSC survival up	PDI inh	CaV13 ICDI inh
Cc1csc(NC(=O)c2ccco2)c1C(=O)c1ccccc1	9	11	-2	-1	-8	-9	2	-5	-0.4	-1	-11
NS(=O)(=O)c1ccc(CCNC(=O)c2cccc(S(=O)(=O)N3CCc4ccccc43)c2)cc1	x	26	-9	x	14	-7	-2	6	-0.3	-1	-12
CCOC(=O)N1CCN(S(=O)(=O)c2ccc(C)c([N+](=O)[O-])c2)CC1	2	19	10	2	12	6	-5	-6	-0.9	0	-5
O=C(Nc1ncccn1)c1ccc(Cl)c([N+](=O)[O-])c1	8	2	9	1	17	2	-2	0	2.8	17	-11
Cc1ccc(S(=O)(=O)CCC(=O)Nc2ccc(Br)cc2)cc1	-2	11	-18	0	4	21	-1	-5	-0.1	-2	-20
CN(C)CCCNc1oc(-c2ccccc2Cl)nc1S(=O)(=O)c1ccccc1	-6	2	13	2	-4	-10	-11	8	2.3	5	-5
COc1ccc(C(=O)C2CCCN(C(=O)CCc3ccccn3)C2)c(C)c1 (stereo not drawn)	13	11	0	1	14	-13	2	7	0.1	-1	1
COc1ccccc1/C=C1\SC(=O)N(CC(=O)NCCCn2ccnc2)C1=O	10	0	3	4	6	-3	-1	2	0.6	1	-7
O=C(NC(=S)Nc1cccnc1Cl)c1ccc(F)cc1	-53	-242	-22	-1	-301	-65	-7	-6	0.4	-7	-4
O=C(NNC1=C(C(=O)C(F)(F)F)CCC1)c1cccnc1	0	18	-12	-4	4	-26	-1	9	-0.7	-6	-1
Cc1cc(-n2cnc(-c3cn(C)nc3C)n2)no1	-4	-82	-7	2	-40	1	0	-4	0.2	-2	-4
Cc1cccc(C(=O)NCC(=O)N2CCN(S(=O)(=O)c3ccc4c(c3)OCCO4)CC2)c1	9	-4	-17	-2	-10	-18	3	-1	-0.3	4	-6
c1cc(Nc2cccc3nccnc23)c2nccnc2c1	3	-34	-19	1	32	1	3	11	-2.1	-6	-6
CCOCCCNC(=S)NCCCNc1nc2c(C)c(C)ccc2cc1C#N	9	-25	-19	x	6	6	-1	11	-0.7	0	15
CCCCn1c(N)c(N(C)C(=O)CCCn2c(=O)oc3ccccc32)c(=O)[nH]c1=O	x	12	-7	x	14	-14	0	0	3.1	-5	26
CCN(CC)NC(=S)Nc1ccccc1	9	7	28	3	6	4	2	4	-2.4	1	-5
O=C(CCc1ccc(S(=O)(=O)N2CCOCC2)cc1)N1CCCC1	-6	-1	-10	4	12	1	6	-4	-1.9	6	-8
CCc1ccc(N/C(=N/c2nc(C)cc(C)n2)NC(C)=O)cc1	-10	-16	-33	6	2	16	0	-5	1.1	-5	-5
O=C(COC(=O)c1ccc(F)cc1Cl)Nc1cccc(S(=O)(=O)N2CCOCC2)c1	7	5	-15	0	6	-64	6	-14	-0.5	-17	-2
Cc1cc(N)ncc1[N+](=O)[O-]	9	21	13	x	0	-8	3	6	3.4	-1	-5

Printed as active in TRPM1 prom inh, of those listed so far:
compound	TRPM1 prom inh	HIF-2a inh	NR2E3 ag-1	NR2E3 ag-2	Peg3 prom inh	Shn3 inh set2	m5-HT2A agonist	PDI inh	CaV13 ICDI inh
c1ccc(-c2nc3nonc3nc2-c2ccccc2)cc1	62*	25	7	4	9	44	2	15	-4
CCC(CO)[n+]1c(C)cc(/C=C2\Sc3ccccc3N2Cc2ccccc2)cc1C (stereo not drawn)	82*	-11	11	-1	62*	76	-3	-2	1

More records.
SMILES	TRPM1 prom inh	HIF-2a inh	NR2E3 ag-1	NR2E3 ag-2	Peg3 prom inh	Shn3 inh set2	m5-HT2A agonist	H9c2 protect	iPSC survival up	PDI inh	CaV13 ICDI inh
COc1ccc(C(=O)/C=C/c2cccc(OCc3ccccc3)c2)cc1CSCC(=O)O	13	20	-1	2	75*	0	8	5	-0.3	11	-5
Cc1c(CC(=O)NCCCO)c(=O)oc2cc3c(cc12)CCC(C)(C)O3	4	-10	-22	4	-16	0	-2	-4	0.7	3	-16
CCCCOCC(O)CCc1n[nH]c(=S)n1-c1ccccc1 (stereo not drawn)	12	12	-15	-3	14	3	1	8	-0.4	0	-6
CCCCC(=O)N(C)c1c(CC)nc2c(OCCOC)cccn12	x	8	6	x	7	0	2	-2	-0.6	-6	-6
COc1ccc([C@@H]2C[C@@H](c3ccccc3)Oc3cc(C)cc(C)c32)cc1	-1	11	6	x	9	4	-3	-8	-1.8	-8	-5
CCc1ccc(CN(C)C(C)C(=O)Nc2ccc(S(=O)(=O)N3CCCC3)cc2)cc1 (stereo not drawn)	3	14	7	x	16	54	-4	-13	0.5	-1	-6
C=CCn1c(COc2ccc(Cl)cc2)nnc1SCC(=O)N1CC(=O)Nc2ccccc21	3	16	-32	-1	20	3	-1	1	0.2	1	-6
Cc1ccc(-c2nnn(CC(=O)N(c3ccccc3)C(C(=O)NC3CCCC3)c3ccco3)n2)o1 (stereo not drawn)	9	10	-10	1	36	-5	-3	4	-2.0	-9	-6
Cc1ccc2nc(SC(C)C(=O)N3CCCC3)[nH]c2c1 (stereo not drawn)	-45	-133	-31	3	-114	x	-5	8	0.0	6	x
Cc1csc2ncc(C(=O)NCc3ccccc3Cl)c(=O)n12	x	0	-14	0	10	-7	-1	16	0.7	5	-7
Cc1cccc2c1-c1sc(C(=O)N3CCc4ccccc4C3)cc1CO2	x	-180	-44	4	-82	-2	1	-19	-3.6	-5	-7
O=C(CCC(=O)OCC(F)(F)C(F)F)Nc1ccc(F)cc1F	2	20	6	3	12	-5	14	2	2.8	-2	-17
CCc1ccc(NC(=O)NNC(=O)CCc2ccccc2)cc1	-3	7	11	1	-1	-6	4	-1	-0.1	-6	x

By substructure, the compounds so far with a cyano group (four)
SMILES	TRPM1 prom inh	HIF-2a inh	NR2E3 ag-1	NR2E3 ag-2	Peg3 prom inh	Shn3 inh set2	m5-HT2A agonist	H9c2 protect	iPSC survival up	PDI inh	CaV13 ICDI inh
COC(=O)Cn1cnc(=O)c(C#N)c1/C=C/N(C)C	5	9	-18	x	-54	0	1	-5	1.8	-4	x
Cc1cc(N(C)C)c(C#N)c(=O)[nH]1	6	9	-23	0	-7	-22	1	39	-0.3	-8	-4
CC1(C)Cc2c(c(-c3ccccc3)[nH]c(=O)c2C#N)CS1	8	15	6	2	9	2	1	-7	1.2	-10	x
CCOCCCNC(=S)NCCCNc1nc2c(C)c(C)ccc2cc1C#N	9	-25	-19	x	6	6	-1	11	-0.7	0	15
